# Bioassay records (PubChem BioAssay)
# CBFb-RUNX1 inh = inhibitors of human CBF-beta and RUNX1 interaction | AID 1477 | Potency, µM (doses to about 59.8 µM), inactives show top-dose activity, negative = inhibition, usual class: inhibitors | 230,000 tested, under 10 active | Q01196+Q13951 | AlphaScreen CBFb-His/RUNX1-biotin binding, biochemical; note: % of control where 0% means no effect
# Target sequence (Q01196 whole entry, looked up): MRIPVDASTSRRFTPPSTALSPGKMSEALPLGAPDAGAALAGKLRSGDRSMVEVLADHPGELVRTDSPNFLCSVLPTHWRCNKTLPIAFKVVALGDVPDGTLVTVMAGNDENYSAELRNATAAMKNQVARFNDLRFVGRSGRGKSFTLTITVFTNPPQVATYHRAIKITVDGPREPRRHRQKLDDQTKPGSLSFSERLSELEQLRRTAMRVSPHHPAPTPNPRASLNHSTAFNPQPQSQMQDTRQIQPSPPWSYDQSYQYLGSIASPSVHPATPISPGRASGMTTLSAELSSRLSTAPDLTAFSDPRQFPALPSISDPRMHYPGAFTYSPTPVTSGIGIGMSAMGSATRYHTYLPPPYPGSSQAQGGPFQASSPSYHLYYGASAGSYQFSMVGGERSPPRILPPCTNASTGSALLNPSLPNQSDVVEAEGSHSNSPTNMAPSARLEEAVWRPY
# Target sequence (Q13951 whole entry, looked up): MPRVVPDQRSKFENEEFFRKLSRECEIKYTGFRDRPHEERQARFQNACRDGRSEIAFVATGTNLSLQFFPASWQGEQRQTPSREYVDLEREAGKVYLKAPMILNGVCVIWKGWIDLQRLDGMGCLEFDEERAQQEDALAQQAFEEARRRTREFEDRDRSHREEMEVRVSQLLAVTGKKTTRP
#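 AlphaScreen proximity signal reports loss of binding between His-tagged CBF-beta and biotin-labelled RUNX1, each at 30 nM. Proteins are pre-associated for 20 minutes, compounds added for 15 minutes, then beads for 90 minutes, all at ambient temperature.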
# Epigenetic reg = regulators of epigenetic silencing causing reporter derepression in mouse cells. murine LDR cells, GFP reporter derepression, 30 h. Potency, µM (titrated, usually from 53.9 µM), inactives show at the highest dose GFP activation, hits mostly activators. actives 0.2% (n = 280,000). AID 1865; note: potency is the fitted concentration of half-maximal effect; % of control where 0% means no effect; nearly all actives have a fitted effect of over 60% in size
#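 Readout is the number of GFP-expressing murine LDR cells, counted by cytometry following washing. Cells were treated with compound for 30 h at 37 C; the stably integrated CMV-GFP locus is normally silent.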
# KinaseGlo FLuc = blocks Kinase-Glo luciferase, a counter-screen artifact; Potency, µM (doses to about 38.3 µM), for inactives: at the top dose activity change, negative = inhibition, most hits filed as inhibitors; Kinase-Glo luciferase, ATP luminescence, 8 min; actives 0.28% (n = 200,000); Q27757; AID 1379; note: potency is the fitted concentration of half-maximal effect; % is set by controls: 0 for no effect and ±100 for the full control effect; nearly all actives have a fitted effect of over 60% in size
#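 Compound is pinned into ATP-containing buffer (10 uM ATP, imidazole pH 7.2, 7 mM MgCl2). Kinase-Glo luciferase reagent is then added. Light output is recorded following an 8-min room-temperature incubation.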
# NPSR antagonist = blocks cAMP signaling of the human neuropeptide S receptor | Q6W5P4 | CHO-NPSR cells, cAMP TR-FRET, antagonist mode | Potency, µM (series often up to 38.3 µM), inactives show at the top dose activity change, negative = inhibition, actives largely listed as inhibitors | actives 1% (n = 220,000) | AID 1461; note: potency is the fitted concentration of half-maximal effect; % is set by controls: 0 for no effect and ±100 for the full control effect; nearly all actives have a fitted effect of over 50% in size; many of its hits are not listed in these tables
# Lamin A splicing = LMNA splicing modulation; HeLa LMNA splicing GFP/RFP minigene ratio, 48 h; Potency, µM (titrated, usually from 46.1 µM), inactives show top-dose ratio change, negative = inhibition, usual class: inhibitors; actives 0.01% (n = 200,000); active = well fitted inhibition curve with a large enough effect in the signal ratio, with a control signal flat, not every such curve was filed as active; inconclusive = small, poorly fitted or top-dose-only effect, or effect the other way, or a change in a side signal; the % refers to the signal ratio; note: potency is the fitted concentration of half-maximal effect; % is set by controls: 0 for no effect and ±100 for the full control effect
#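 S3 HeLa cells stably expressing lamin A-EGFP splicing minigene plus DsRed2, 600 cells/well, 48 h compound exposure at 37C. Laser-scanning cytometry; analysed as GFP (500-530 nm)/RFP (575-640 nm) total intensity ratio; 0.5% DMSO vehicle.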
# IMPase Li inh = cell-permeable IMPase inhibitors with lithium potentiation; CHO-M1 cells, IP1 TR-FRET (IP-One), carbachol + lithium; Potency, µM (series often up to 59.4 µM), for the others: at the top dose activity, negative = IMPase inhibition, hits mostly inhibitors; actives 0.35% (n = 210,000);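 note: IP1 builds up when IMPase is blocked and the TR-FRET signal falls; potency is the fitted concentration of half-maximal effect; plate controls were basal vehicle for no effect and high inhibitor control for full effect; nearly all actives have a fitted effect of over 50% in size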
#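 Test compounds were applied to CHO-M1 cells previously cultured for 16–30 h at 2000 per well. A small lithium amount accompanied them; after 30 min at 37C, IP1 was quantified by TR-FRET.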
# aGal spleen mod = inhibits or activates alpha-galactosidase in human spleen homogenate; P06280; human spleen homogenate, 4MU-alpha-Gal fluorescence, 40 min; Potency, µM (top dose mostly 80 µM), without a hit: at the highest dose activity change, negative = inhibition, most hits filed as inhibitors; actives 0.008% (n = 240,000);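 note: potency is the fitted concentration of half-maximal effect; 0% = enzyme with vehicle and -100% = no enzyme basal signal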
# Target sequence (P06280 32-429 limits assumed): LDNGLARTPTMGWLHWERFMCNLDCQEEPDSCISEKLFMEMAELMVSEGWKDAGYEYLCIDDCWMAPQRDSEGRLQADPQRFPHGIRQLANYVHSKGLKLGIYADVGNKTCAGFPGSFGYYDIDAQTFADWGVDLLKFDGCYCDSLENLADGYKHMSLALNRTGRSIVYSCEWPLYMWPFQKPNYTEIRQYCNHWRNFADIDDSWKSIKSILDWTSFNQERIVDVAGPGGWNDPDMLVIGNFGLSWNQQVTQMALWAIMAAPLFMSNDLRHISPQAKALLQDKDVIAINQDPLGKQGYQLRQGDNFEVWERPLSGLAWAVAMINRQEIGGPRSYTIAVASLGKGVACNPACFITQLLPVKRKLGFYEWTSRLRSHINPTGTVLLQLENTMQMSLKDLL
#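 Human spleen homogenate (1 ug) was the enzyme source, with 4-methylumbelliferyl-alpha-D-galactopyranoside (1 mM final) in pH 5.0 citrate buffer with 0.01% Tween-20. Compounds were titrated; after 40 min at 37C, NaOH/glycine stop, 4-MU fluorescence read; AC50 from Hill fits.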
# Starred values were filed as active, the others as inactive; ? = inconclusive; . = no result given; & = joins results of further samples; [ ] = dose if it differs, or a comment. Unless noted, calls come from the whole dose curve; as a rule, active = well fitted curve in the direction sought with a large enough effect; inconclusive = small, poorly fitted or top-dose-only effect, or another doubt; inactive = no such curve, though single readings can be large; an effect the other way counts as inactive or inconclusive. The list is partial (hit frequency here may not be typical).
# The opening 5 entries, ahead of the listing:
# Fields – aGal spleen mod | NPSR antagonist | Lamin A splicing | Epigenetic reg | IMPase Li inh | CBFb-RUNX1 inh | KinaseGlo FLuc
Cc1ccc(-c2nc(CS(=O)CC(=O)NCCN(CC(C)C)CC(C)C)c(C)o2)cc1 (stereo not given)
  16.4% | 9.4%[46.1 µM] | -13.9% | -8.8% | 6.6%[38.3 µM] | 1.6% | 7.1%
Cc1sc2ncnc(N3CCN(CCOc4ccc(Cl)cc4)CC3)c2c1C
  -4.1% | -22.9%[46.1 µM] | ? | 2.2% | 38.9%[activator][38.3 µM] | -7.7% | 18.6%
Cc1cccc(-c2nnc(NC(=O)c3cccs3)s2)c1
  -1.0% | -6.1% | 2.7% | -3.2% | 0.0% | 0.8%[2.36 µM] | -3.2%
CC(CNC(=O)c1ccc(Br)o1)NC(=O)c1ccc(Br)o1 (stereo not given)
  1.7% | 3.9%[46.1 µM] | 5.6% | -1.5% | 15.1%[38.3 µM] | -1.4% | -6.7%
CN(C)C(=O)c1cn(-c2ccccc2)nc1-c1cccc([N+](=O)[O-])c1
  3.8% | -3.4% | . | 3.4% | -4.2% | -2.4% | 2.2%

# The list itself, from the start:
# Fields – aGal spleen mod | NPSR antagonist | Lamin A splicing | Epigenetic reg | IMPase Li inh | CBFb-RUNX1 inh | KinaseGlo FLuc
Cc1ccc(-c2nc(CS(=O)CC(=O)NCCN(CC(C)C)CC(C)C)c(C)o2)cc1 (stereo not given)
  16.4% | 9.4%[46.1 µM] | -13.9% | -8.8% | 6.6%[38.3 µM] | 1.6% | 7.1%
Cc1sc2ncnc(N3CCN(CCOc4ccc(Cl)cc4)CC3)c2c1C
  -4.1% | -22.9%[46.1 µM] | ? | 2.2% | 38.9%[activator][38.3 µM] | -7.7% | 18.6%
Cc1cccc(-c2nnc(NC(=O)c3cccs3)s2)c1
  -1.0% | -6.1% | 2.7% | -3.2% | 0.0% | 0.8%[2.36 µM] | -3.2%
CC(CNC(=O)c1ccc(Br)o1)NC(=O)c1ccc(Br)o1 (stereo not given)
  1.7% | 3.9%[46.1 µM] | 5.6% | -1.5% | 15.1%[38.3 µM] | -1.4% | -6.7%
CN(C)C(=O)c1cn(-c2ccccc2)nc1-c1cccc([N+](=O)[O-])c1
  3.8% | -3.4% | . | 3.4% | -4.2% | -2.4% | 2.2%
CN(C)C(=O)CSc1nnc(CCNC(=O)OC(C)(C)C)o1
  -2.5% | -14.0%[46.1 µM] | 13.9% | 1.8% | 46.3%[activator][38.3 µM] | 1.0% | 12.8%
COc1cccc(Cn2c(=O)c(-c3cn(C)c4ccccc34)nc3cnc(N4CCOCC4)nc32)c1
  -0.8% | . | -3.8% | . | -10.0% | . | .
O=C(NCc1ccccc1)c1cc[n+](CC(=O)c2cccs2)cc1
  0.1% | 53.5% | . | -0.7% | . | 7.8% | .
CN(C)CCCNc1nc(N)c([N+](=O)[O-])c(NCCO)n1
  -8.9% | -18.2% | . | -0.2% | . | 6.2% | .
C/C(=N\S(=O)(=O)c1ccc(C)cc1)NC(=S)Nc1ccc(C)cc1
  -8.5% | -47.3% | -4.9%[46 µM] | -1.3% | -0.4% | -10.7% | 1.7%
Cc1cccc(-n2c(-c3ccco3)nc3nc4ccccc4nc32)c1
  4.1% | -2.0%[46.1 µM] | -5.8% | 9.2% | -2.0% | 3.5% | 6.4%
COc1ccc(/C=N/Nc2nc(Nc3ccccc3)nc(N3CCCCC3)n2)c(OC)c1
  -5.0% | -15.2% | -14.7% | -6.4% | 2.4% | 5.2% | 0.0%
CC(C)Cn1cnc2c(N)nc3ccccc3c21
  -5.7% | 1.0%[46.1 µM] | ? | -1.8% | 2.2%[38.3 µM] | 3.1% | 4.2%
COc1cccc(-n2c(=O)c3cc(OC)c(OC)cc3n(CC(=O)Nc3cc(C)[nH]n3)c2=O)c1
  4.0% | 17.9% | -5.8% | -1.1% | -3.2% | -14.7% | 2.9%
O=C(/C(=C/c1ccccc1)n1cncn1)c1ccc(Cl)cc1Cl
  -7.8% | -36.2% | -18.3% | 0.0% | 9.5% | -3.6% | 1.0%
CCOC(=O)c1oc2cc(O)c(CC)cc2c(=O)c1-c1cscn1
  2.9% | -15.8% | -3.7%[46 µM] | -0.1% | 8.1% | -8.3% | 1.6%
COC(=O)C1(C(C[N+](=O)[O-])c2ccc(C)cc2)C(=O)NCC1c1ccco1 (stereo not given)
  -2.2% | -6.1% | . | 0.0% | . | -4.5% | .
CC(C)C[C@H](NC(=O)c1nc[nH]c1C(=O)N1CCN(C(=O)OC(C)(C)C)CC1)C(=O)OC(C)(C)C
  2.9% | 11.4% | . | -0.5% | -9.6% | 9.6% | .
c1ccc(Nc2ccccc2)cc1
  7.0% | . | . | . | 18.4% | -5.6%[21.7 µM] | .
CC(=O)NCC(=O)N[C@H](CCC(=O)O)C(=O)O
  2.2%&3.0% | . | . | 0.0%&-6.2% | -3.5%&6.3% | 7.0% | 0.1%
CC1CCN(c2nc(-c3cccnc3)nc3scc(-c4ccccc4)c23)CC1
  -0.9% | -55.4% | 0.9% | 0.0% | -8.3% | 6.2% | 3.7%
CCOC(=O)C(NCCCO)c1ccccc1 (stereo not given)
  5.3% | 0.4%[46.1 µM] | 1.3% | -0.7% | -5.3%[38.3 µM] | 1.6% | -0.9%
Cn1c(/C(C#N)=C/c2cccc(O)c2)nc2ccccc21
  -8.4% | -3.1% | . | 0.0% | 15.0% | 1.9% | -18.2%
CCc1ccc2oc(-c3cc(N)cc(C)c3O)nc2c1
  11.1% | -1.3%[46.1 µM] | -17.3% | -1.0% | 16.2%[38.3 µM] | -9.8% | -5.7%
CCCCN(CC)Cc1ccc(CNC(=O)Nc2ccc(Cl)cc2)o1
  -4.2% | -0.4% | ? | -0.7% | -2.6% | 1.5% | 0.5%
CCC(C)C1C(C#N)=C(N)Oc2n[nH]c(-c3ccccc3)c21 (stereo not given)
  -0.5% | -17.5%[46.1 µM] | -6.1% | 0.0% | 5.9%[38.3 µM] | 3.0% | 0.7%
O=C(CCCN1C(=O)c2cccc3cccc(c23)C1=O)Nc1ccon1
  -1.7% | 6.6% | 10.2%[46 µM] | 3.1% | 3.4% | -6.4% | -0.1%
Cc1cc2cc(CNC(=S)Nc3ccc(OC(F)F)cc3)ccc2[nH]1
  3.8% | -24.7% | ? | 0.2% | -6.5% | -18.7% | -1.4%
O=C(Nc1nncs1)c1ccc(Br)c(S(=O)(=O)N2CCCC2)c1
  10.6% | -8.6%[46.1 µM] | -5.5% | -3.0% | 15.8%[38.3 µM] | 0.9% | 3.8%
O=C1CC(C(=O)N(c2cccc(F)c2)C(C(=O)NC2CCCC2)c2ccccn2)CS1 (stereo not given)
  1.9% | 7.0%[46.1 µM] | 6.2% | 4.1% | -4.8%[38.3 µM] | -5.6% | -1.3%
CCCCCC(=O)Nc1sc(C)c(C)c1C#N
  -2.4% | -30.2% | ? | -1.6% | 0.1% | ? | 0.3%
O=C(N/N=C/c1sc(=O)n(-c2ccccc2)c1Cl)c1ccncc1
  -14.8% | -6.2% | ? | ? | -22.8% | 0.3% | -3.9%
CN1C(=O)/C(=C\c2ccccc2)Sc2ccc(C(=O)N3CCN(c4ccccn4)CC3)cc21
  -20.2% | -27.6%[46.1 µM] | -6.4% | -2.1% | 3.1%[38.3 µM] | -7.7% | -5.0%
CCOC(=O)C1=C(C)N(CCCCCC(=O)O)C(=O)NC1c1ccccc1Cl (stereo not given)
  -2.2% | -4.6% | 20.3% | -3.0% | 15.6% | -0.2%[2.36 µM] | -2.8%
Cc1sc2nc(COC(=O)c3ccc(N4CCCC4)c([N+](=O)[O-])c3)[nH]c(=O)c2c1C
  2.7% | 26.2% | -6.8% | 2.1% | 3.1% | -15.7% | 3.1%
CC(OC(=O)C12CC3CC(CC(O)(C3)C1)C2)C(N)=O (stereo not given)
  1.9% | 21.0% | 14.9%[46 µM] | -4.8% | -9.5% | 3.4% | -3.3%
Cc1nc2ccc(NC(=S)N3CCC(C)CC3)cc2nc1C
  3.6% | 41.1% | . | -0.2% | 19.2% | 0.2% | .
Cn1c2ccccc2c2cc(/C=C(\NC(=O)c3ccccc3)C(=O)NCC(=O)O)ccc21
  -1.8% | ? | . | 1.9% | . | 1.8% | .
Cc1nn(C(=O)c2ccco2)c(C)c1Sc1ccccc1
  0.1% | -22.6%[46.1 µM] | -1.5%[0.0737 µM] | -0.9% | -3.1%[38.3 µM] | 8.0% | -0.5%
CCOC(=O)N1CCC(N2CC34C=CC(O3)C(C(=O)Nc3ccc(C)cc3)C4C2=O)CC1 (stereo not given)
  7.5% | 2.9%[46.1 µM] | 7.2% | 0.0% | 4.7%[38.3 µM] | 0.9% | 6.8%
O=C(c1cn(-c2ccccc2)nc1-c1ccc(Cl)cc1)N1CCOCC1
  -3.7% | 0.5% | 4.2% | 1.1% | 4.1% | 11.6% | 0.7%
COc1ccccc1C1=NOC(COc2ccc3c(C)cc(=O)oc3c2)C1 (stereo not given)
  -3.7% | 27.0% | . | 4.0% | . | -2.3% | .
COc1ccc(-c2nnn(CC(=O)N(CCCO)C(C(=O)NC3CCCC3)c3ccncc3)n2)cc1 (stereo not given)
  4.5% | -26.1% | . | -3.5% | -4.6% | 0.3% | -3.0%
CC(C)c1nc2sc3c(=O)[nH]cnc3c2c2c1CCC2
  3.6% | 2.0% | -6.6% | -1.5% | -29.4% | 6.4% | 1.3%
Cn1c(-c2ccc(C(C)(C)C)cc2)n[nH]c1=S
  6.8% | -14.3%[46.1 µM] | 1.8% | -1.6% | 23.1%[38.3 µM] | 10.0% | -7.9%
CCCOc1ccc(C(=O)N2CCCC2C(=O)O)cc1 (stereo not given)
  -7.2% | 10.8%[46.1 µM] | 13.1% | -9.3% | 11.7%[38.3 µM] | 2.6% | 3.6%
COc1ccc(Br)cc1CNC(=O)Cc1c(C(=O)O)[nH]c2ccc(Cl)cc12
  5.1% | 0.1% | 5.1%[46 µM] | 1.1% | -16.9% | -4.2% | -1.1%
S=c1[nH]nc(-c2cccc(Cl)c2)n1/N=C/c1ccc(-c2ccccc2Br)o1
  -3.0% | 8.6%[7.67 µM] | . | 1.1% | . | 3.3% | .
